Assay outcomes (PubChem)
Pf growth 48h – inhibits P. falciparum growth in the first generation, 48 h; AID 504832; Potency, µM (top dose mostly 28.7 µM), inactives show top-dose activity change, negative = inhibition, hits mostly inhibitors; P. falciparum luciferase growth in erythrocytes, 48 h; hit rate 5.9% among 310,000; note: potency is the fitted concentration of half-maximal effect; % is set by controls: 0 for no effect and ±100 for the full control effect
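Read-out is firefly luciferase luminescence from an integrated reporter in P. falciparum, so falling signal marks reduced parasite growth. Infected erythrocytes were at 2% hematocrit and 0.1% parasitemia (final) in Albumax-supplemented RPMI 1640.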
LmPK inh – LmPK (Leishmania mexicana) enzyme inhibition; Q27686; purified LmPK, Kinase-Glo ATP luminescence, 1 h; Potency, µM (titrated, usually from 57.5 µM), for inactives: at the highest dose activity change, negative = inhibition, most hits filed as inhibitors; hit rate 0.37% among 290,000; note: potency is the fitted concentration of half-maximal effect; % is set by controls: 0 for no effect and ±100 for the full control effect
Target sequence (Q27686 whole entry, looked up): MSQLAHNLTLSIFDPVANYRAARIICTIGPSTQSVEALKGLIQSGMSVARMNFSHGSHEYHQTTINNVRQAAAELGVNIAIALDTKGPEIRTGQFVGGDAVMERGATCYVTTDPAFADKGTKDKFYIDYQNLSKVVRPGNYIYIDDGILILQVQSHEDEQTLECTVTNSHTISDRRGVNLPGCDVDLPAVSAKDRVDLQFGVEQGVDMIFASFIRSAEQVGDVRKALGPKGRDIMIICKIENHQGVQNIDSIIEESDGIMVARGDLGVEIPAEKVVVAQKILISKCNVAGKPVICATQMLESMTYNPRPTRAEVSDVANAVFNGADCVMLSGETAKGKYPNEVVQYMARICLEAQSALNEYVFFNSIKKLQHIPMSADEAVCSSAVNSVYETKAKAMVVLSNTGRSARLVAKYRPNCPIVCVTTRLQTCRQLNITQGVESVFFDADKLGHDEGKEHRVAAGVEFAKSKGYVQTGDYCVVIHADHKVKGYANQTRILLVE
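0.1 nM LmPK, 0.5 mM PEP, 0.1 mM ADP; 50 mM imidazole pH 7.2, 7 mM MgCl2, 50 mM KCl; 1 h RT. Kinase-Glo luminescence readout, normalized to no-enzyme (full inhibition) and uninhibited wells.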
CHX counter – affects cycloheximide protein synthesis inhibition readout, counter-screen; cell reporter, cycloheximide protein synthesis inhibition counterscreen; hit rate 12% among 300,000; max response, %; in the data active = max response mostly above about 13%, no sharp cut-off; inactive = mostly below about 14%; note: read at 38.3 µM for the half of the compounds with a filed dose; 0% is about no effect
Pf growth 96h – P. falciparum growth inhibition at 96 hour, primary screen for plastid delayed-death inhibitors; P. falciparum luciferase reporter growth, 96 h; Potency, µM (highest dose often 28.7 µM), for inactives: at the top dose activity change, negative = inhibition, hits mostly inhibitors; hit rate 6.9% among 320,000; AID 504834; note: potency is the fitted concentration of half-maximal effect; % is set by controls: 0 for no effect and ±100 for the full control effect
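Luminescence readout: decreased luciferase signal marks inhibited growth of reporter-expressing P. falciparum in infected red cells (2% hematocrit, 0.05% parasitemia final), exposed to compound two generations (96 h, 37 C, 5% CO2).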
Shiga toxin inh – blocks Shiga toxin action in Vero cells | Vero cells, Shiga toxin protein synthesis inhibition reporter | inhibition, % at 38.7 µM | hit rate 9.2% among 290,000; in the data active = inhibition mostly above about 28%, no sharp cut-off; inactive = mostly below about 43%; note: 0% is about no effect
AMA1 RON2 block – AMA1-RON2 (P. falciparum) interaction inhibition. Potency, µM (highest dose often 58.2 µM), for inactives: at the highest dose activity change, negative = inhibition, actives largely listed as inhibitors. AlphaScreen AMA1-biotinylated RON2 peptide binding. hit rate 0.2% among 360,000;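 note: potency is the fitted concentration of half-maximal effect; 0% = vehicle wells and -100% = peptide control; nearly all actives have a fitted effect of over 45% in size; some results filed as inactive show a strong effect at the top dose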
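AMA1 (3D7) with his tag at 25 nM final met compounds first, then biotinylated RON2 peptide at 25 nM; detection used donor plus acceptor beads, 10 µg/mL apiece, read by AlphaScreen after 30 min at room temperature.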
TbPYK inhibitor – inhibitors of Trypanosoma brucei pyruvate kinase | Q57TT1 | AID 624173 | hit rate 0.12% among 410,000 | TbPYK enzyme, Kinase-Glo Plus ATP luminescence, 45 min | Potency, µM (top dose mostly 76.8 µM), for the others: at the highest dose activity, negative = inhibition, most hits filed as inhibitors; note: potency is the fitted concentration of half-maximal effect; % is set by controls: 0 for no effect and ±100 for the full control effect; nearly all actives have a fitted effect of over 50% in size
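Screened from lowest to highest concentration, compounds were pinned into TbPYK/substrate mixtures, and ADP (130 uM final) was added. Plates sat at room temperature for 45 min prior to Kinase-Glo Plus detection by luminescence.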
* hit, by the source's call; ? = inconclusive; / = not tested or not shown; [ ] = remark or other dose. Unless noted, calls come from the whole dose curve; as a rule, active = well fitted curve in the direction sought with a large enough effect; inconclusive = small, poorly fitted or top-dose-only effect, or another doubt; inactive = no such curve, though single readings can be large; an effect the other way counts as inactive or inconclusive.

| nr | molecule | Pf growth 48h | AMA1 RON2 block | Pf growth 96h | CHX counter | LmPK inh | TbPYK inhibitor | Shiga toxin inh |
| --- | --- | --- | --- | --- | --- | --- | --- | --- |
| 1 | CCOC(=O)c1ccc(N/C=C\C(=O)c2cccc(OC)c2)cc1 | 138%[activator] | -8% | 108%[activator] | 48* | -4% | -7% | 95* |
| 2 | COc1ccc(N2C(=NC(=O)C3CCCCC3)SC3CS(=O)(=O)CC32)cc1 (centres undefined) | 23% | 7% | 0% | -3 | 4% | 3% | 6 |
| 3 | O=[N+]([O-])c1cccc2c1ccc1ncccc12 | 41%[activator] | -2% | ? | -6 | 5% | 3% | -5 |
| 4 | Cc1ccc(S(=O)(=O)Nc2cccc(-c3ccc4nncn4n3)c2)cc1 | 4% | -7% | -12% | / | / | -2% | / |
| 5 | CCOC(=O)C1=C(C)NC(C)=C(C(=O)OCC)C1c1cc(N)ccc1OC(F)F | -13% | -3% | ? | -1 | 2% | -9% | -4 |
| 6 | O=C(NCCCN1CCCCC1)c1ccc2c(=O)n(CCc3ccccc3)c(=O)[nH]c2c1 | 33%[activator] | -5% | 42%[activator] | -4 | 0% | -1% | -8 |
| 7 | O=C(Cc1cccs1)NNC(=O)c1ccccc1Cl | 3% | 71%[activator] | -12% | / | / | -3% | / |
| 8 | Cc1ccc2oc(C(=O)N3CCN(Cc4nccn4C)CC3)c(C)c2c1 | -12% | 20% | -1% | 10 | 0% | 1% | 9 |
| 9 | COc1ccc(CNC(=O)C2CCC(CNS(=O)(=O)c3ccccc3)CC2)cc1 (centres undefined) | 3.7µM* | -5% | 0% | 1 | 4% | -2% | 3 |
| 10 | COc1cc(COCC(O)CN2CCOCC2)cc(OC)c1OC (centres undefined) | 17% | 10% | 19% | -3 | 4% | -2% | -16 |
| 11 | CC(C)C(=O)Nc1ccc(N2CCCC2)c(Cl)c1 | 17% | 0% | -1% | 44* | -5% | -1% | 56 |
| 12 | CC1(C)Cc2c(cnn2-c2ccccc2)C(NC(=O)CCc2ccc(=O)[nH]n2)C1 (centres undefined) | -8% | 18% | -6% | -2 | -7% | -2% | 14 |
| 13 | O=C(CC(NS(=O)(=O)c1ccc(Cl)cc1)c1ccco1)NCc1ccco1 (centres undefined) | ? | -9% | 38%[activator] | -1 | 3% | -18% | -8 |
| 14 | Cc1ccccc1N(CC(=O)NCCSCc1ccccc1)S(C)(=O)=O | -14% | 2% | 12µM* | -2 | 1% | 4% | -9 |
| 15 | CCNC(=O)CN(c1ccccc1OC)S(=O)(=O)c1cccs1 | -8% | 25% | 2% | 4 | -11% | 0% | 8 |
| 16 | O=c1[nH]c(=O)n(-c2ccccc2)c(O)c1/C=C/C=Nc1ccccc1 | -6% | 3% | ? | -2 | 7% | -6% | -9 |
| 17 | CC(=O)Nc1cc(-c2nn(C)c(=O)c3ccccc23)ccc1N1CCCCC1 | 10% | 16% | / | -2 | 0% | / | 4 |
| 18 | Cc1onc(-c2ccccc2Cl)c1C(=O)N1CCN(c2ccccc2)CC1 | ? | -21% | / | -1 | -2% | -4% | -9 |
| 19 | Cc1ccc(OCCCN2CCOCC2)c([N+](=O)[O-])c1 | 127%[activator] | -25% | -1% | 36* | 1% | 30% | 74* |
| 20 | COc1ccc(CN2CCN(Cc3csc(C(C)=O)c3)CC2CCO)c(C)c1C (centres undefined) | -19% | 29% | ? | -1 | 6% | -12% | -1 |
| 21 | CCN(CC)c1nc(Oc2ccc(C(=O)OC)cc2)nc(N2CCOCC2)n1 | 0% | -4% | 37%[activator] | -3 | -3% | -8% | -14 |
| 22 | COc1cccc(C2C=C(Nc3ccccc3)C(=O)N2c2ccccc2)c1 (centres undefined) | ? | -8% | -33% | 27* | 3% | 2% | 19* |
| 23 | O=C(Nc1ccccc1)N1CC=C(c2ccc(F)cc2)CC1 | 10µM* | 2% | / | 52* | 2% | -2% | 95* |
| 24 | O=C(CC1(O)C(=O)N(Cc2cccc3ccccc23)c2ccccc21)c1cccnc1 (centres undefined) | / | -22% | 3.7µM* | -1 | -1% | 7% | -10 |
| 25 | Cc1ccc(-c2nc3cc(N)ccc3o2)cc1 | 124%[activator] | -4% | / | 25* | ? | -3% | 68* |
| 26 | CCCCOc1ccc(-c2nnn(C(C)C(=O)OCC)n2)cc1 (centres undefined) | 51%[activator] | 4% | / | 8 | 0% | -1% | 33 |
| 27 | CCOC(=O)Cc1csc(NC(=O)c2ccc(Br)o2)n1 | / | 7% | ? | 38* | 3% | 3% | 36* |
| 28 | O=C(CN1C(=O)NC2(CCCCCC2)C1=O)N1CCN(S(=O)(=O)c2ccccc2)CC1 | -1% | 1% | 1% | -2 | -4% | -10% | -10 |
| 29 | O=C1CN=C(c2ccccc2)c2ccccc2N1 | 0%[0.00184 µM] | 37%[activator] | 11% | -2 | 4% | -3% | -11 |
| 30 | CCCCCN(C(=O)CCC(=O)OCC(=O)c1c(C)cc(C)cc1C)c1c(N)n(CCCC)c(=O)[nH]c1=O | ? | 7% | 1% | / | / | 1% | / |

Compound profiles, from the list above. Values in the order: Pf growth 48h, AMA1 RON2 block, Pf growth 96h, CHX counter, LmPK inh, TbPYK inhibitor, Shiga toxin inh
Cc1ccc(OCCCN2CCOCC2)c([N+](=O)[O-])c1 as listed: 127%[activator], -25%, -1%, 36*, 1%, 30%, 74*
Cc1ccccc1N(CC(=O)NCCSCc1ccccc1)S(C)(=O)=O as listed: -14%, 2%, 12µM*, -2, 1%, 4%, -9

Some of the entries so far, in transposed form.
[6] O=C(NCCCN1CCCCC1)c1ccc2c(=O)n(CCc3ccccc3)c(=O)[nH]c2c1
[7] O=C(Cc1cccs1)NNC(=O)c1ccccc1Cl
Assay by compound	6	7
Pf growth 48h	33%[activator]	3%
AMA1 RON2 block	-5%	71%[activator]
Pf growth 96h	42%[activator]	-12%
CHX counter	-4	/
LmPK inh	0%	/
TbPYK inhibitor	-1%	-3%
Shiga toxin inh	-8	/

Following part:
| nr | molecule | Pf growth 48h | AMA1 RON2 block | Pf growth 96h | CHX counter | LmPK inh | TbPYK inhibitor | Shiga toxin inh |
| --- | --- | --- | --- | --- | --- | --- | --- | --- |
| 31 | O=C(O)C1CCCN1C(=O)OCc1ccccc1 (centres undefined) | 9% | -1% | 11% | -3 | -2% | -3% | -6 |
| 32 | Cc1ccc(-c2nnc(SCC(=O)Nc3nccs3)n2N)cc1 | 47%[activator] | -5% | 92%[activator] | 30* | 0% | 4% | 43* |
| 33 | COc1cc(NC(=O)CN(C)S(=O)(=O)c2ccc3c(c2)CCC(=O)N3)cc(OC)c1 | / | 2% | ? | -7 | -2% | -3% | -5 |
| 34 | COc1ccc(N2CCN(C(=O)c3cc4c(-c5ccc(Cl)cc5)nn(C)c4s3)CC2)cc1 | / | ? | ? | -7 | 8% | 0% | -11 |
| 35 | Cc1ccc(CC2C(=O)N(c3cc(C)ccc3C)C(=O)C2C)cc1 (centres undefined) | 39% | 1% | ? | -2 | -2% | 4% | -5 |
| 36 | Cc1ccc(S(=O)(=O)n2nc(OC(=O)C3CCCCC3)cc2N)cc1 | -8% | -5% | ? | 4 | 8% | -4% | -8 |
| 37 | CCO[C@@H]1OC(C(=O)N2CCCCCCC2)=C[C@H](C2CCCCC2)[C@H]1CCCO | 10µM* | 6% | ? | 1 | 10% | -2% | -6 |
| 38 | CC(CN1CCOCC1)OC(=O)c1ccc(C(C)(C)C)cc1 (centres undefined) | -8% | -16% | ? | 16* | -1% | -5% | / |
| 39 | O=C(NN=C1C2CC3CC(C2)CC1C3)c1cccc(S(=O)(=O)N2CCOCC2)c1 | 14% | 2% | 10% | -2 | -1% | -5% | -14 |
| 40 | CCSc1nc(-c2ccccc2)c2cc(Cl)ccc2n1 | 17% | -2% | -23% | -5 | 7% | -5% | -7 |
| 41 | CCN(CC)c1nc(-c2ccccn2)nc(-c2ccccc2)c1C#N | ? | 45%[activator] | 4.1µM* | -4 | 1% | 1% | -5 |
| 42 | CCCc1cc(C(=O)NC2CCCC2)no1 | 120%[activator] | 0% | -33% | 41* | -3% | -1% | 86* |
| 43 | COc1ccccc1N1CCN(C(=O)Cn2cnc3c2c(=O)n(C)c(=O)n3C)CC1 | 8% | 2% | -1% | -1 | -5% | 0% | 15 |
| 44 | COc1cccc(CNC(=O)C(=O)NCC2OCCCN2S(=O)(=O)c2cc(C)ccc2C)c1 (centres undefined) | ? | 16% | ? | 3 | -1% | 4% | -6 |
| 45 | CC(C)CCON=O | -5% | / | -2% | / | / | 4% | / |
| 46 | COC(=O)c1cc(C)cc(=O)o1 | 6% | -1% | 63%[activator] | 1 | 10% | -3% | 10 |
| 47 | CCOC(=O)CCc1c(C)nc2c(c(C)nn2C(C)(C)C)c1C | ? | 10% | ? | -2 | 1% | 1% | 6 |
| 48 | Cn1nnnc1Sc1ccc(C(=O)O)cc1[N+](=O)[O-] | 4% | 8% | 15% | -2 | -3% | 5% | -11 |
| 49 | COc1cccc(-c2cc(C(F)(F)F)nc(-n3cc(C)cn3)n2)c1 | ? | 11% | 0% | 1 | 0%[11.5 µM] | 1% | -10 |
| 50 | COC(=O)CNC(=O)COC(=O)c1ccc(OC)c([N+](=O)[O-])c1 | 6% | 11% | 21% | -3 | -3% | 3% | 2 |
| 51 | Cc1ccc2nc(NC(=O)C(NS(=O)(=O)c3cccc4nsnc34)C(C)C)sc2c1 (centres undefined) | / | 42%[activator] | -16% | -8 | 4% | 1% | -12 |
| 52 | COc1ccc(C(=O)Nc2nnc(S(=O)(=O)N(C)Cc3ccccc3)s2)cc1 | 17% | 3% | ? | -3 | -5% | 3% | -2 |
| 53 | O=C(OCn1nnc2ccccc2c1=O)c1cccnc1 | ? | ? | 158%[activator] | -1 | 0% | -6% | 18 |
| 54 | Cc1c(NC(=O)C2(C)CCCCC2)c(=O)n(-c2ccccc2)n1C | / | 0% | -7% | -3 | 8% | -4% | -10 |
| 55 | COc1cc2c(cc1OC)[C@H](Cc1ccc(O)cc1)NCC2 | 9% | 39%[activator] | -10% | -5 | -2% | -18% | -19 |
| 56 | O=C(CC1C(=O)NCCN1Cc1ccc(Cl)c(F)c1)NCC1CCOCC1 (centres undefined) | -12% | 13% | 2% | -1 | -2% | -3% | 10 |
| 57 | Nc1ccc(S(=O)(=O)N2CCCc3ccccc32)cc1 | 14% | 0% | 8% | -2 | 1% | -26% | -1 |
| 58 | CCn1c(SCC(=O)O)nc2sc3c(c2c1=O)CCC3 | / | 11% | / | -4 | 0% | -4% | -12 |

Entries 31–32 from above:
| nr | molecule | Pf growth 48h | AMA1 RON2 block | Pf growth 96h | CHX counter | LmPK inh | TbPYK inhibitor | Shiga toxin inh |
| --- | --- | --- | --- | --- | --- | --- | --- | --- |
| 31 | O=C(O)C1CCCN1C(=O)OCc1ccccc1 (centres undefined) | 9% | -1% | 11% | -3 | -2% | -3% | -6 |
| 32 | Cc1ccc(-c2nnc(SCC(=O)Nc3nccs3)n2N)cc1 | 47%[activator] | -5% | 92%[activator] | 30* | 0% | 4% | 43* |
